MC4R antagonist: blocks human MC4R cAMP signaling; P32245; MC4R-expressing cells, MTII-stimulated cAMP, LANCE TR-FRET; inhibition, % at 6.5 µM; 360,000 tested, 0.48% active; AID 540295;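 active = inhibition above its plate's cutoff, the mean of tested wells on that plate plus 3 SD, cut at about 29% in these data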;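 note: 0% = Melanotan II alone and 100% = Melanotan II plus saturating MCL0020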
Target sequence (P32245 whole entry, looked up): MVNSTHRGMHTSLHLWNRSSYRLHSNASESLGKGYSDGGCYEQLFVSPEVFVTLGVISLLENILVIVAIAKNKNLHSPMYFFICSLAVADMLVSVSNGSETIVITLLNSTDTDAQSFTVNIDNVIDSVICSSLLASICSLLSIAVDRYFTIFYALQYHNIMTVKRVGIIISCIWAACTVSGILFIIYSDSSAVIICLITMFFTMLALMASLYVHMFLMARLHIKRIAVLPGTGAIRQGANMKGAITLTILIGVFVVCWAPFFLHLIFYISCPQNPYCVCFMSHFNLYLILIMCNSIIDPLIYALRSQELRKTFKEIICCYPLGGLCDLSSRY
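System – human MC4R-expressing U2OS cells · Also added – Melanotan II · Dosing – one concentration, 6.5 µM nominal · Timing – 30-min compound, 1-h challenge, 1-h detection, room temperature · Measured by – Eu-cAMP/anti-cAMP TR-FRET, emission 671 nm · Replicates – singlicate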
aDG glyco act: alpha-DG glycosylation activation; 360,000 tested, 0.22% active; Pro5-aDG cells, alpha-DG glycosylation AlphaScreen (IIH6); 0% Pro5, 100% B10-LARGE cell signal; activation, % at 10 µM;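 active = activation of at least 8% versus controls, or a plate z-score of at least 8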;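 note: Pro5 are CHO cells carrying HIG-tagged alpha-DG that lacks glycosylation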
ABCB6 inh MLPCN: blocks the human ABCB6 transporter. AID 602162. fluorescence ratio to DMSO, % at 10 µM. 360,000 tested, 0.19% active. K562-ABCB6 porphyrin accumulation, flow cytometry, 1 h; active compounds read low;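 active = fluorescence ratio to DMSO below 75%, the collection mean minus 3 SD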;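 note: signal is porphyrin accumulated inside mitochondria; 100% equals median channel fluorescence of DMSO control wells; lower ratio means ABCB6 inhibition with less porphyrin fluorescence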
H9c2 protect: modulators protecting cardiomyocytes from myocardial damage; H9c2 cardiomyocytes, H2O2 injury protection, ATPLite, 2 h; protection from H2O2 cell death, % at 20 µM; 360,000 tested, 0.63% active; AID 588492;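 active = compounds giving at least 50% protection of heart cells from peroxide-induced death in the single-dose screen, raw or plate-pattern-corrected value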;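 note: 0% = DMSO wells with peroxide and 100% = DMSO wells without peroxide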
Granule exo inh: lytic granule exocytosis inhibition; inhibition, % at 10 µM; TALL-104 LAMP-1 surface exposure, flow cytometry; cells stimulated with thapsigargin and PMA; 360,000 tested, 0.66% active; AID 651702;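 active = inhibition above about 55%, limit read from the data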
iPSC survival up: hiPSC single-cell survival enhancement; 360,000 tested, 0.044% active; ATPlite luminescence; 100% = ROCK inhibitor wells, 0% = DMSO; survival enhancement, % at 20 µM; in the data active = survival enhancement above about 18%;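 note: cells exposed to compounds for 16 hours before the ATP read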
MC4R ag barr: human MC4R agonism via beta-arrestin; U2OS MC4R beta-arrestin complementation, luminescence; percent of melanotan II response, DMSO zero; 360,000 tested, 0.98% active; activation, % at 8.9 µM; P32245; AID 540308;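 active = activation above a per-plate cutoff, the mean activation of sample wells on that plate plus 3 SD, cut at about 8% in these data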
ABHD5 PLIN5 PPI: ABHD5-PLIN5 protein interaction inhibition | Split G. princeps luciferase complementation, luminescence, 4 h | inhibition, % at 4 µM | 360,000 tested, 0.78% active;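 active = inhibition above the mean inhibition across every tested compound plus 3 SD, cut at about 22% in these data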;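 note: 0% = DMSO only wells and the 100% control is not disclosed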
Glyco luc inh: N-linked glycosylation inhibition | D54 ERlucT glycosylation luciferase reporter, 24 h; percent of 100 nM tunicamycin response | reporter increase, % at 12.5 µM | 360,000 tested, 0.23% active | AID 588692;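 active = mean luciferase reporter signal, scaled so untreated is 0 and the glycosylation-blocking control 100, at or above a set limit in every replicate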;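 note: luciferase carries N-glycosylation sites so blocking glycosylation raises the light; 0% = median of neutral control wells and 100% = median of 100 nM tunicamycin wells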
m5-HT2A agonist: agonists of mouse serotonin 5-HT2A receptor (HTR2A). P35363. CHO-K1 mHTR2A beta-arrestin complementation, luminescence; percent of 30 µM serotonin response. activation, % at 7.6 µM. 360,000 tested, 0.66% active;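 active = activation above a run cutoff, the mean activation of all tested compounds plus 3 SD, cut at about 14% in these data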;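 note: 0% = plate median of compound wells and 100% = 30 µM serotonin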
Target sequence (P35363 whole entry, looked up): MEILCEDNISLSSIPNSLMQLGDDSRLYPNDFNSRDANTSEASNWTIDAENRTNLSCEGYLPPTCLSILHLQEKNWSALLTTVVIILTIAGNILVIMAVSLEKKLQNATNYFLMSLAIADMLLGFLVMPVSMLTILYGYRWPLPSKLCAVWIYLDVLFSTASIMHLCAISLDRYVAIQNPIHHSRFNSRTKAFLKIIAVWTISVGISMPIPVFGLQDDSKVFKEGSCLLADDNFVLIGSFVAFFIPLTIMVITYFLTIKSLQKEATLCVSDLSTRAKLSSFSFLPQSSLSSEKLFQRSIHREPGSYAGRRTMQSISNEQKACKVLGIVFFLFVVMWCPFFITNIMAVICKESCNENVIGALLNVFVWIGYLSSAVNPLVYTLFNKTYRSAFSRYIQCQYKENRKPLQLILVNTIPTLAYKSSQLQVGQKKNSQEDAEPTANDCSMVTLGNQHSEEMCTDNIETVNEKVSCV
Starred values were filed as active, the others as inactive; / = not tested or not shown.

(1) C[C@@]12CCC3[C@@](CCC4[C@@]3(C)CCC[C@@]4(C)C(=O)O)(CC1=O)C2 (stereo partly drawn)
(2) CN(CC(=O)Nc1c(Cl)cccc1Cl)C(=O)c1sccc1-c1ccccc1
(3) CCOc1ccc(CCNC(=O)c2cc(S(=O)(=O)N3CCOCC3)ccc2C)cc1OCC
(4) COc1ccc(C(=O)NC(=S)Nc2ccc(CN3CCOCC3)cc2)cc1OC
(5) O=C1OCCC1Sc1nc2ccccc2c(=O)n1Cc1ccccc1 (stereo not drawn)
(6) COc1ccccc1NC(=O)C1CCCN(c2cc(C)nc3ncnn23)C1 (stereo not drawn)
(7) COc1ccccc1C(=O)NCCC(=O)Nc1cccnc1
(8) CC(C)(C)c1ccc(C2C3=C(CCCC3=O)NC3=C2C(=O)c2ccccc23)cc1 (stereo not drawn)
(9) CCOC(=O)/C(=C\c1ccc(N2CCC(c3ccccc3)=N2)cc1)C(C)=O
(10) COc1cc(/C=C/C(=O)O)cc(S(=O)(=O)N2CCc3ccccc32)c1OC
compound no. | 1 | 2 | 3 | 4 | 5 | 6 | 7 | 8 | 9 | 10
MC4R antagonist | 2 | 1 | 0 | 9 | 5 | -37 | 9 | 1 | 5 | -4
aDG glyco act | 0.2 | -0.1 | 0.8 | 0.0 | 0.2 | 0.2 | 0.2 | 0.0 | 0.9 | -0.2
ABCB6 inh MLPCN | 96 | 99 | 104 | 91 | 97 | 95 | 96 | 98 | 168 | 103
H9c2 protect | 0 | -5 | -2 | 6 | -11 | 0 | 1 | -6 | -6 | 6
Granule exo inh | 15 | 0 | 5 | 2 | 0 | 1 | -5 | 8 | 0 | 1
iPSC survival up | -1.7 | -0.2 | 0.2 | -0.3 | -0.5 | -0.9 | 1.1 | -1.1 | -4.0 | 1.3
MC4R ag barr | 1.1 | -1.6 | -1.9 | -1.1 | 1.9 | -0.8 | 0.5 | -2.1 | 1.2 | 0.4
ABHD5 PLIN5 PPI | -8 | -11 | 3 | 4 | 5 | -1 | 3 | 18 | 10 | -2
Glyco luc inh | 2 | 1 | -2 | -7 | 0 | 2 | 2 | 1 | -18 | 4
m5-HT2A agonist | 2 | -2 | 3 | 4 | -2 | 4 | -1 | -5 | 1 | 1

(11) COc1cc(OC)cc(-c2cc3nc(C4CCN(C(=O)OC(C)(C)C)CC4)cc(=O)n3[nH]2)c1
(12) O=C(Nc1ccc(F)cc1)Nc1ccc(Oc2ncnc3cc(Cl)ccc23)nc1
(13) O=C(COC(=O)c1cccc(C(=O)OCC(=O)NC2CC2)n1)NC1CC1
(14) O=C(c1cc2ccccc2oc1=O)N1CCCC1
(15) O=C(Nc1cccc(C(=O)N2CCCCC2)c1)C1CCCC1
(16) Cc1cc(C)c2c(=O)[nH]c(SCC(=O)c3ccc(C)c(C)c3)nc2n1
(17) CC(C)c1cc(C(N)=O)c(NC(=O)c2cccc(COc3ccc(Br)cc3)c2)s1
(18) CC(C)c1ccc(S(=O)(=O)N2CCC(C(=O)N3CCN(c4cccc(Cl)c4)CC3)CC2)cc1
(19) CCCOc1ccccc1NC(=O)CC1Nc2ccccc2NC1=O (stereo not drawn)
(20) Nc1c(S(=O)(=O)O)cc(NC(=O)c2ccccc2)c2c1C(=O)c1ccccc1C2=O
compound no. | 11 | 12 | 13 | 14 | 15 | 16 | 17 | 18 | 19 | 20
MC4R antagonist | 17 | 7 | 6 | 2 | 13 | 20 | 14 | 10 | 3 | 9
aDG glyco act | 0.1 | 0.0 | 0.0 | 0.1 | -0.3 | -0.3 | 0.6 | 3.7 | 0.0 | -0.3
ABCB6 inh MLPCN | 103 | 97 | 99 | 90 | 98 | 100 | 98 | 99 | 105 | 110
H9c2 protect | 20 | 1 | 1 | 11 | 7 | 1 | 1 | -22 | -7 | -9
Granule exo inh | 2 | 5 | -1 | -2 | -2 | -6 | 10 | -10 | 0 | -7
iPSC survival up | 7.3 | -0.3 | 2.1 | 1.3 | -2.3 | 0.6 | 4.3 | 0.1 | 0.2 | 0.1
MC4R ag barr | -1.8 | 0.1 | 0.3 | -2.4 | -1.6 | 0.6 | -0.2 | 1.1 | -1.2 | -1.5
ABHD5 PLIN5 PPI | 3 | 3 | 2 | -2 | 4 | 1 | -13 | -9 | -5 | -11
Glyco luc inh | 5 | -1 | 2 | 2 | 0 | 1 | 5 | -4 | 5 | 0
m5-HT2A agonist | 4 | 7 | 6 | 2 | 2 | 1 | -2 | -2 | -4 | -1

(21) CCC1CCCCN1C(=S)NC(=O)c1ccc(F)c(S(=O)(=O)N2CCOCC2)c1 (stereo not drawn)
(22) COc1cc(C#N)ccc1OCC(=O)NCc1cccs1
(23) COCCNC(=O)c1cc2c(c(-c3cccc(-c4cc5ccccc5o4)c3)n1)[C@@H](CCO)N(S(=O)C(C)(C)C)C2 (stereo partly drawn)
(24) O=C(CSc1nnc(-c2cccs2)n1-c1ccccc1)N1CCOCC1
(25) C=CCNc1ncnc2c1cnn2-c1ccc(OC)cc1
(26) Cc1ccc(NC(=O)CSc2nc3ccccc3nc2N2CCOCC2)c(C)c1
(27) CCOC(=O)c1ccc(NC(=O)Nc2ccc(Cl)cn2)cc1
(28) COc1ccccc1CCC(=O)OCC(=O)Nc1cccc(S(=O)(=O)N2CCOCC2)c1
(29) CCC(c1nnc(SCC(=O)Nc2cc(Cl)ccc2C#N)n1C1CCCCC1)N(C)C (stereo not drawn)
(30) O=C(COC(=O)c1ccc2c(c1)OCCO2)NCc1ccc(Cl)cc1
compound no. | 21 | 22 | 23 | 24 | 25 | 26 | 27 | 28 | 29 | 30
MC4R antagonist | 9 | -13 | / | 5 | -4 | 4 | 8 | 0 | 2 | -8
aDG glyco act | 0.3 | -0.3 | -0.4 | 0.0 | 0.0 | 0.0 | 0.5 | 0.0 | 0.5 | -0.1
ABCB6 inh MLPCN | 98 | 102 | 116 | 95 | 81 | 97 | 99 | 93 | 102 | 98
H9c2 protect | 4 | -8 | 2 | 1 | -7 | 11 | 5 | -3 | 4 | -2
Granule exo inh | -5 | 1 | 20 | 1 | 0 | 4 | -2 | -7 | 8 | 0
iPSC survival up | 1.3 | -1.3 | 3.8 | -0.6 | -2.0 | 1.5 | 2.3 | 2.3 | 1.3 | 2.5
MC4R ag barr | -2.2 | -2.1 | / | -0.7 | -0.6 | 0.3 | 0.1 | 2.9 | -0.5 | 2.6
ABHD5 PLIN5 PPI | -9 | -1 | 13 | -6 | -4 | -3 | 0 | 3 | 7 | 4
Glyco luc inh | -2 | 3 | -1 | -1 | -10 | 1 | 1 | 3 | -3 | 3
m5-HT2A agonist | -4 | -3 | -1 | -1 | 4 | -4 | -4 | -10 | 1 | 0

Retrieved by structure from above:
(29) CCC(c1nnc(SCC(=O)Nc2cc(Cl)ccc2C#N)n1C1CCCCC1)N(C)C (stereo not drawn)
(28) COc1ccccc1CCC(=O)OCC(=O)Nc1cccc(S(=O)(=O)N2CCOCC2)c1
(21) CCC1CCCCN1C(=S)NC(=O)c1ccc(F)c(S(=O)(=O)N2CCOCC2)c1 (stereo not drawn)
compound no. | 29 | 28 | 21
MC4R antagonist | 2 | 0 | 9
aDG glyco act | 0.5 | 0.0 | 0.3
ABCB6 inh MLPCN | 102 | 93 | 98
H9c2 protect | 4 | -3 | 4
Granule exo inh | 8 | -7 | -5
iPSC survival up | 1.3 | 2.3 | 1.3
MC4R ag barr | -0.5 | 2.9 | -2.2
ABHD5 PLIN5 PPI | 7 | 3 | -9
Glyco luc inh | -3 | 3 | -2
m5-HT2A agonist | 1 | -10 | -4

(continued)
(31) CCN1CCN(CCNC(=O)C2CCCN(Cc3nc(-c4cccc(Cl)c4)oc3C)C2)CC1 (stereo not drawn)
(32) COC(=O)[C@]1(C)N[C@H](CN(C)C(=O)Nc2ccc(Cl)cc2)[C@@H]2C(=O)N(C)C(=O)[C@@H]21
(33) CCNC(=O)/C=C1\NC(C)(C)Cc2c1ccc1ccccc21
(34) CSCCC(=O)Nc1nc(-c2ccccn2)cs1
(35) CCn1nccc1C(=O)Nc1ccc(C(=O)OC(C)C)cc1
(36) Cc1ccc(S(=O)(=O)N2CCOCC2)cc1NC(=O)c1ccc(F)cc1F
(37) O=S(=O)(c1ccc(Cl)cc1)N1CCCC1c1nc(-c2cccc(Cl)c2)no1 (stereo not drawn)
(38) O=C(CCC1CCCC1)Nc1ccccc1-c1ccccc1
(39) C=CCN(CC=C)C(=O)C1CCN(S(=O)(=O)c2ccc(N3CCCC3=O)cc2)CC1
(40) c1coc(CNC2CCCCC2)c1
compound no. | 31 | 32 | 33 | 34 | 35 | 36 | 37 | 38 | 39 | 40
MC4R antagonist | -6 | -2 | 1 | 3 | 8 | 6 | 6 | 4 | 7 | 6
aDG glyco act | 0.0 | -0.2 | -0.1 | 1.0 | 0.0 | 0.5 | -0.1 | 0.1 | 0.3 | 0.0
ABCB6 inh MLPCN | 106 | 100 | 94 | 102 | 98 | 98 | 113 | 99 | 89 | 100
H9c2 protect | -15 | 2 | 5 | 37 | -9 | 4 | -15 | 3 | -10 | -6
Granule exo inh | -1 | -4 | 5 | 0 | 2 | -9 | 4 | -6 | -3 | -6
iPSC survival up | -2.6 | 2.0 | -1.6 | -0.8 | -0.5 | -2.1 | -0.7 | -2.0 | 0.2 | 3.4
MC4R ag barr | 0.2 | -1.5 | 0.6 | 0.1 | -1.6 | -2.7 | 0.2 | 1.0 | -1.7 | -1.1
ABHD5 PLIN5 PPI | -7 | 7 | 0 | -2 | 0 | 4 | -2 | -7 | 2 | 1
Glyco luc inh | -3 | 0 | 2 | 0 | -2 | -2 | -1 | -4 | 3 | 2
m5-HT2A agonist | -1 | -1 | 1 | 7 | -1 | -3 | 0 | 0 | 1 | -3

(41) CCOC(=O)/C(C#N)=C/c1ccc(OC(=O)c2ccccn2)cc1
(42) COc1cc(S(=O)(=O)N2CCN(c3ccccc3)CC2)ccc1Cl
(43) COc1ccc(/C=N/NC(=O)c2ccc(COc3cccc4cccnc34)cc2)cc1OC
(44) CCc1cccc(OCC(=O)Nc2ccccc2N2CCCC2)c1
(45) COc1ccccc1N(CC(=O)Nc1ccc(S(=O)(=O)N2CCCCC2)cc1)S(C)(=O)=O
(46) O=C1CCCCC1
(47) Cc1ccc(NC(=O)CSCC(=O)Nc2ccccc2C(=O)N2CCCCC2)cc1
(48) CC1CCc2c(sc3[nH]c(=S)n(C)c(=O)c23)C1 (stereo not drawn)
compound no. | 41 | 42 | 43 | 44 | 45 | 46 | 47 | 48
MC4R antagonist | -8 | 8 | 8 | 7 | 7 | 2 | 2 | 6
aDG glyco act | -0.3 | -0.1 | 0.1 | -0.2 | 0.0 | 0.1 | 0.0 | -0.3
ABCB6 inh MLPCN | 96 | 94 | 90 | 101 | 105 | 100 | 94 | 102
H9c2 protect | 8 | -5 | 54* | -10 | 2 | 0 | 4 | 15
Granule exo inh | 2 | 1 | 0 | -8 | -3 | 2 | 4 | -4
iPSC survival up | -0.8 | 0.1 | -0.7 | -0.2 | -2.4 | 1.1 | -0.3 | -0.3
MC4R ag barr | -2.4 | 0.6 | 1.5 | -1.8 | -0.3 | -1.1 | -2.6 | -1.8
ABHD5 PLIN5 PPI | 2 | 1 | -1 | 3 | 2 | 2 | -1 | 1
Glyco luc inh | 2 | 1 | -1 | -6 | -2 | -1 | 0 | 0
m5-HT2A agonist | -3 | 6 | -2 | -3 | -3 | -3 | 6 | -7

Compound activity deposited in PubChem by several laboratories.
